MITF primary – human MITF inhibition, primary screen; O75030; AlphaScreen MITF homodimerization, bead proximity signal; inhibition, % at 2.6 µM; hit rate 0.91% among 650,000; in the data active = inhibition above about 50%;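 note: 0% = vehicle wells with protein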
Target sequence (O75030 whole entry, looked up): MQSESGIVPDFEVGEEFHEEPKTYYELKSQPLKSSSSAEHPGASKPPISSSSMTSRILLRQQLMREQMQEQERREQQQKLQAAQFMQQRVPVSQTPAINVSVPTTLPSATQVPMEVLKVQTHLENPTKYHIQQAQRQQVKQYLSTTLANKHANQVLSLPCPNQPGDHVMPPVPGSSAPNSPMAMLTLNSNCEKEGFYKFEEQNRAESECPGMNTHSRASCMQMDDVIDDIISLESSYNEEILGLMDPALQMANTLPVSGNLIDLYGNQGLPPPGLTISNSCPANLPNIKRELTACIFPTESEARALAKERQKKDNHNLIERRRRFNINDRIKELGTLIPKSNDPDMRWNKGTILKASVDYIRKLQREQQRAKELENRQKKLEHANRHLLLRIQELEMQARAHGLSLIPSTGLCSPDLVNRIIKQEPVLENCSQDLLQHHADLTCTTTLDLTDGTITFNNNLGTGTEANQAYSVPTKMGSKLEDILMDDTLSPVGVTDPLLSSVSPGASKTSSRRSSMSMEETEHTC
GPR151 activ – human GPR151 activation. PathHunter beta-arrestin GPR151 cells, luminescence. activation, % at 11.2 µM. hit rate 1% among 650,000. AID 1508602; in the data active = activation above about 4.9%;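 note: 0% = median of compound wells and 100% = cells with positive control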
Target sequence (Q8TDV0 whole entry, looked up): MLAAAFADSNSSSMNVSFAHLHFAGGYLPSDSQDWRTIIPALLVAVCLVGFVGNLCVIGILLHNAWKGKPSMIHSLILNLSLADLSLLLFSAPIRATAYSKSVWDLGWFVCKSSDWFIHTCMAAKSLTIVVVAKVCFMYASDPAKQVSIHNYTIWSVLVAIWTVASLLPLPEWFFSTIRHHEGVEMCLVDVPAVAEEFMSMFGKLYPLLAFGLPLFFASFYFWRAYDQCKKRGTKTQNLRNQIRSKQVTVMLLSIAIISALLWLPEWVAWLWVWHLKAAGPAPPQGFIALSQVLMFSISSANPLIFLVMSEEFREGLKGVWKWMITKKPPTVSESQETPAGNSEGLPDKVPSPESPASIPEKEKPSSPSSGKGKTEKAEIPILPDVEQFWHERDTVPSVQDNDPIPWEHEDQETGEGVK
FBW7 activator – activators of human E3 ligase FBW7 | Q969H0 | AlphaScreen FBW7–phospho-cyclin E peptide binding, activator screen | normalized activity (activation), % at 26.1 µM | hit rate 0.13% among 650,000 | AID 1259310; in the data active = normalized activity above about 1.9%;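 note: purified mutant Fbw7 with reduced substrate affinity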
TEAD-YAP inh – TEAD-YAP interaction inhibition | HEK-TIYL cells, TEAD-Gal4/YAP UAS-luciferase luminescence | inhibition, % at 9.12 µM | hit rate 1.4% among 640,000; in the data active = inhibition above about 32%;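 note: 0% = median of test compound wells and 100% = reference inhibitor wells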
* = called active by the depositor.

Compound	FBW7 activator	MITF primary	TEAD-YAP inh	GPR151 activ
OC1CCN(c2ccnc3c(-c4cccc(Cl)c4)cnn23)CC1	0.0	12	-56	0.7
Cn1c(NNC(=O)/C=C/c2ccc3c(c2)OCO3)cc(=O)n(C)c1=O	0.1	9	10	0.2
O=C(NCc1nnc2n1CCN(C1CCSC1)CC2)c1ccccn1 (stereo not given)	-0.2	-6	-12	-0.3
O=C(Nc1ccc2[nH]c(=O)[nH]c2c1)c1cc(I)ccc1Cl	0.1	6	-6	0.3
CCC(=O)Nc1ccc(C(=O)N/N=C/c2ccc(O)cc2O)cc1	-0.1	31	-8	0.5
CCN(CC)CCn1c(NC(=O)CN2C(=O)C3CCCCC3C2=O)nc2ccccc21 (stereo not given)	0.1	11	5	0.3
N[C@H](Cc1ccc(I)cc1)C(=O)O	0.0	5	-4	-1.4
CCOC(=O)C1(CCOC)CCN(Cc2ccc(Cl)cc2)CC1	0.3	5	2	1.6
CCOC(=O)CN(C)C(=O)c1cccc(OC2CCN(C(=O)C3CC3)CC2)c1	-0.1	0	1	0.7
CCC(CC)C(=O)N(c1ccc(F)cc1)C1C=CS(=O)(=O)C1 (stereo not given)	0.0	-3	-4	1.8
CC1CCCCN1C(=O)c1cc(Cl)ccc1[N+](=O)[O-] (stereo not given)	0.1	-8	7	-0.6
Cc1ccccc1CN1C(=O)CSc2ccc(C(=O)NCc3ccc(F)cc3)cc21	0.0	-10	-12	-0.5
O=C(O)c1ccc(NC(=O)C2CCN(S(=O)(=O)c3ccc(Cl)cc3)CC2)cc1	0.0	-3	-4	0.1
CC(Cc1ccc2c(c1)OCO2)CN1CCC[C@@H]2CN(C(=O)C(C)C)CC[C@H]21 (stereo not given in full)	0.0	12	4	-0.2
CCOc1ccccc1Nc1c(-c2ccc(Cl)cc2)c(=O)c1=O	-0.2	0	-13	1.8
O=C1CC(c2ccccc2)CC2=C1C(c1ccc(F)cc1)Nc1ccc(C(=O)c3ccccc3)cc1N2 (stereo not given)	0.2	18	9	0.6
Cc1cc(C)nc(NS(=O)(=O)c2ccc(F)cc2)n1	0.1	14	1	-1.3
CN(C)/C=C(\C#N)C(=O)N=C1CCCN1C	0.1	3	-6	1.1
CN(C)CCNC(=O)c1ccc(-c2cnc3c(NCc4ccc(F)cc4)nccn23)cc1	0.0	-23	2	1.4
Cn1c(=O)c2cc(S(=O)(=O)Nc3ccc4c(c3)OCO4)ccc2n(C)c1=O	-0.2	8	8	-0.5
Cc1nc(Nc2ccc(NC(=O)c3cccc(Cl)c3)cc2)cc(-n2ccnc2)n1	0.2	6	-5	-0.2
COc1cc(C2C(C#N)=C(N)OC3=C2C(=O)CCC3)cc2c1OCO2 (stereo not given)	-0.1	-7	-3	-0.5
CCC12C(=O)C(CC)(C(c3ccccc3)=C1c1ccccc1)C1C(=O)N(c3ccccc3F)C(=O)C12 (stereo not given)	-0.1	2	-1	-0.7
O=C(c1ccc(Cl)cc1)c1ccc(Oc2cnccn2)cc1	0.0	-6	-4	2.2
C=CCn1c(-c2cccs2)nn(C2CC(=O)C3OCC2O3)c1=S (stereo not given)	-0.1	-16	-7	-0.6
CC(=O)Nc1ccc(NC(=O)C2CCN(c3nccc(C)n3)CC2)cc1	0.1	-31	-8	0.0
O=C(Nc1cccc(Cl)c1Cl)c1cc2nc(-c3ccccc3)cc(-c3ccccc3)n2n1	-0.1	22	-3	3.2
CC(C)NC(=O)[C@@H]1C[C@@H](NCc2ccccc2Cl)CN1C(C)C	0.1	7	-5	-0.4
Nc1nnc(Cc2cccc(Br)c2)s1	-0.2	11	1	11*
c1ccc(CN2CCC(=NNc3nc4ccccc4s3)CC2)cc1	-0.1	0	-45	-1.1
O=S(=O)(O)c1ccc(N=NN2CCCCC2)c2ccccc12	0.4	13	0	0.3
O=C1NC(=S)N/C1=C/c1ccc(OCc2ccccc2)c(Br)c1	0.0	12	-3	0.3
C/C=C(\C)CN1CCC(n2nccc2NC(=O)c2ccc3c(c2)OCO3)CC1	0.0	-7	-5	-0.3
CCCCC(=O)N1CCN(c2nc(C)cc(Nc3ccc(OC)cc3)n2)CC1	-0.1	-2	8	-1.5
CCOC(=O)c1cc2sccc2n1CC(=O)NC(C)(C)C	0.9	-1	2	-0.9
Cc1ccc(C(=O)Nc2ccc(F)cc2)cc1I	-0.1	2	-54	-2.4
CCC(C)C(NC(=O)OCc1ccccc1)C(=O)O (stereo not given)	0.0	3	-4	-1.2
Cn1c(Cl)cnc1C1CC(c2cc(Cl)ccc2O)=NN1 (stereo not given)	0.0	-2	-16	-2.8
Cc1ccc(C(=O)NCC2COc3ccccc3O2)c(N2CCOCC2)n1 (stereo not given)	0.1	0	6	0.1
O=C(NCC(O)c1ccccc1)c1ccc(Cl)c(S(=O)(=O)N2CCCCCC2)c1 (stereo not given)	0.0	6	31	1.0
NC(=O)Cn1nc([N+](=O)[O-])nc1Oc1ccc(Br)cc1	0.2	5	-10	-0.7
CN(Cc1ccccc1)C(=O)CSc1nc(NCc2ccc(Cl)cc2)c2ccccc2n1	0.1	-6	-1	1.4
CCOC(=O)C1=C(C)N(c2ccc(OCC)cc2)C(=O)/C1=C\c1ccco1	0.0	5	1	-0.3
O=C1CC(N2CCN(CCOCCO)CC2)C(=O)N1c1ccc(Br)cc1 (stereo not given)	1.4	24	-1	2.8
CC(=O)OC1COC(Nc2ccc([N+](=O)[O-])cc2)C(OC(C)=O)C1OC(C)=O (stereo not given)	-0.2	-3	12	-0.5
Nc1nonc1C(=O)OCc1ccccc1Cl	0.2	3	3	-0.7
O=c1c2ccccc2[nH]c(=S)n1Nc1nc2ccccc2s1	-0.1	3	0	1.8
COc1ccc(C)cc1-n1nnc(-c2nc(-c3ccc4c(c3)OCO4)no2)c1N	0.0	6	1	0.3
N#CC1(C#N)[C@H](c2ccc(Cl)cc2)[C@@H](C(=O)c2cccs2)N2c3ccccc3C=C[C@@H]21	0.6	8	-5	0.9
O=C(Nc1ccc2oc(-c3cc(Br)ccc3Cl)nc2c1)c1cc(Cl)ccc1Cl	-0.2	-6	-5	-2.2

Laid out differently: 4 of the compounds above.
> c1ccc(CN2CCC(=NNc3nc4ccccc4s3)CC2)cc1
  FBW7 activator = -0.1	MITF primary = 0	TEAD-YAP inh = -45	GPR151 activ = -1.1
> O=S(=O)(O)c1ccc(N=NN2CCCCC2)c2ccccc12
  FBW7 activator = 0.4	MITF primary = 13	TEAD-YAP inh = 0	GPR151 activ = 0.3
> O=c1c2ccccc2[nH]c(=S)n1Nc1nc2ccccc2s1
  FBW7 activator = -0.1	MITF primary = 3	TEAD-YAP inh = 0	GPR151 activ = 1.8
> O=C(Nc1ccc2oc(-c3cc(Br)ccc3Cl)nc2c1)c1cc(Cl)ccc1Cl
  FBW7 activator = -0.2	MITF primary = -6	TEAD-YAP inh = -5	GPR151 activ = -2.2

Other results
Compound	FBW7 activator	MITF primary	TEAD-YAP inh	GPR151 activ
N#Cc1c(NC(=O)CSC2=NC(=O)C(c3ccccc3)C(=O)N2)sc2c1CCCC2 (stereo not given)	0.0	18	12	1.3
CC(=O)Nc1ccc(S(=O)(=O)NNC(=O)c2cccc(Cl)c2)cc1	0.6	31	-11	-1.4
Cc1noc(CNC(=O)CSc2ccc(F)cc2)n1	0.5	20	-9	1.8
Cn1c(=O)c2nc(-c3ccccc3I)oc2c2ccccc21	-0.1	-4	-8	-0.3
COCC(=O)N(Cc1cc2ccc(C)cc2[nH]c1=O)c1cccc(C)c1	-0.1	0	-2	-0.3
Oc1ccc(-c2nc(-c3ccccc3)c(-c3ccccc3)[nH]2)cc1O	-0.3	16	14	1.2
CCC(C)NC(=O)c1ccccc1NC(=O)C(C)N(c1cc(C)cc(C)c1)S(C)(=O)=O (stereo not given)	1.1	18	-6	-0.7
Cn1c2ccccc2n2c(=O)c(=O)n(CC(=O)c3ccc(Cl)cc3)nc12	0.3	11	3	-1.5
CCc1ccc2[nH]c(=O)c(CN(CCCO)C(=O)c3ccccc3)cc2c1	0.1	-2	0	1.0
COc1cccc(CC(=O)Nc2cnc3cnc(-c4cccc(C(F)(F)F)c4)cn23)c1	-0.1	-9	-4	-0.5
COCCCN1C(=O)c2ccc(C(=O)OCC(=O)c3ccc(C)c([N+](=O)[O-])c3)cc2C1=O	-0.1	7	-1	-0.2
CC(C)(C)C(=O)OCC1OC(n2cnc(C(N)=O)n2)C(O)C1O (stereo not given)	0.6	14	-2	0.7
COc1ccc(-n2ncc3c(Nc4cccc(C)c4C)ncnc32)cc1	-0.1	-2	9	0.3
COc1ccc(OC)c(NC(=O)CC2CCCCC2)c1	0.1	10	-4	0.4
CCCCC(=O)Oc1coc(CSc2nnc(NC(=O)C3CC3)s2)cc1=O	-0.1	15	9	0.7
CCOc1ccc(C(=O)Nc2ccc(-c3nc4ccccc4o3)cc2)cc1Cl	0.1	-9	4	0.1
O=C(O)C1CSC(c2cc(Cl)cc(Cl)c2O)N1 (stereo not given)	-0.2	-9	-2	-1.1
COc1ccc(Cl)cc1NC(=O)CSc1nccn1Cc1ccco1	-0.2	12	10	-0.3
CC(=O)c1ccc(NC(=O)c2ccc(N3C(=O)C4C5C=CC(C5)C4C3=O)cc2)cc1 (stereo not given)	-0.2	42	-3	0.3
O=C(c1ccco1)N1CCN(c2nccn3c(-c4ccc5ccccc5c4)cnc23)CC1	0.2	-3	1	0.9
COC(=O)c1ccc(/C=c2\sc3nc(-c4ccco4)nn3c2=O)cc1	0.0	-5	1	1.3
Cc1ccc(C)c(OCC(=O)Nc2ccccc2CO)c1	0.4	18	-21	0.0
O=S(=O)(NCCOc1ccccc1)c1cccc2cccc(Cl)c12	0.1	21	-10	-1.4
CCn1c(=N)c(C(=O)NC(C)c2ccccc2)cc2c(=O)n3cc(C)ccc3nc21 (stereo not given)	-0.1	-2	2	1.2
O=C(CCC(=O)OCc1ccc(Cl)cc1)Nc1ccccc1	0.2	0	1	-0.5
O=[N+]([O-])c1ccccc1CSc1nc2ccccc2[nH]1	-0.1	-4	-64	-0.8
O=C1C2CC=CCC2C(=O)N1CNc1ccc(F)cc1 (stereo not given)	0.1	8	6	0.3
Clc1cccc(N2N=C(c3ccc(Br)cc3)CC2c2ccc(Cl)cc2Cl)c1 (stereo not given)	0.5	6	8	-0.6
CCN1CCN(C(=O)CNC(=O)c2nn(-c3ccc(OC)c(Cl)c3)c(=O)c3ccccc23)CC1	0.2	-1	-3	0.0
COC(=O)c1c(NC(=O)c2ccco2)sc(C(=O)NCCc2ccccc2)c1C	-0.1	-5	-5	0.6
CC(/C=C1\N=C(c2ccc(C(C)(C)C)cc2)OC1=O)=C\c1ccccc1	-0.1	-13	-7	0.9
O=C(Nc1nc(-c2cccc([N+](=O)[O-])c2)cs1)c1ccc(S(=O)(=O)N2CCc3ccccc3C2)cc1	0.0	6	-5	-0.3
Cc1ccc2nc(-c3ccc(NC(=O)CN(c4ccccc4F)S(=O)(=O)c4ccccc4)cc3)sc2c1	0.2	22	-25	1.0
COc1ccc(C(=O)O)cc1S(=O)(=O)Nc1cc([N+](=O)[O-])ccc1C	0.1	15	-1	-1.0
Cc1cc(C)n(CCN(C)C(=O)c2cc(COc3c(F)cccc3F)on2)n1	0.0	9	-6	3.9
CC(Sc1ccccc1)C(=O)NN=C1CCCCCC1 (stereo not given)	-0.1	-7	-12	1.2
Cc1ccccc1NC(=O)c1cnn(-c2ccccc2)c1NC(=O)c1ccccc1Cl	0.1	11	5	0.7
Cc1ccc(CNC(=O)c2ccc3c(=O)n(CCCN4CCCC4=O)c(=S)[nH]c3c2)cc1	0.1	21	5	0.4
O=Cc1cc(Br)ccc1OC1CCCC1	0.5	17	-3	1.2
COCCCn1c(SC)nnc1-c1ccncc1	0.0	-2	-2	0.6
CNC(=O)COC(=O)/C=C/c1cccs1	-0.1	9	-6	0.9
O=c1[nH]cnc2nc(N/N=C/c3ccc(Br)cc3)[nH]c12	-0.1	-3	6	-0.2
COCCNC(=O)COC(=O)c1cc(-c2cccc3ccccc23)nc2ccccc12	0.2	2	7	1.5
COc1ccc(OCc2ccc(C(=O)N3CCOCC3)cc2)cc1	-0.1	2	-16	-0.9
NC(=O)CN1CCN(c2ccccc2F)CC1	-0.1	2	6	-1.5
CCC(CC)C(=O)Oc1cc(C)[nH]c(=O)c1[N+](=O)[O-]	0.0	-1	0	-0.4
COc1ccc(C(=O)OCc2ccccc2)cc1Br	0.0	-15	-1	1.3
O=c1[nH]cnc2c1nc(N1CCNCC1)n2C1OC(CO)C(O)C1O (stereo not given)	0.1	2	6	-1.8
CCOc1cc([N+](=O)[O-])cc(/C=N/NC(=O)COc2ccc(C(C)(C)C)cc2)c1O	0.1	-3	1	-0.4
O=c1nc2n(c3c1oc1ccc(Br)cc13)Cc1ccccc1-2	-0.1	6	0	0.1
C=CCOC(=O)C1=C(C)NC(SCC(=O)Nc2c(C)cccc2C)=C(C#N)C1c1cccs1 (stereo not given)	0.1	7	-10	2.1

Compound activity (PubChem)

Compounds as they come; 3.4% or so of the library scored in one or more.
